Assay outcomes as filed in PubChem BioAssay.
VP16 counter – inhibits Gal4-VP16 luciferase reporter, ROR gamma counter-screen; Drosophila S2 Gal4-VP16 UAS-luciferase, luminescence, 20 h; Potency, µM (top dose mostly 53.6 µM), for the others: top-dose activity, negative = inhibition, hits mostly inhibitors; 3.5% of 310,000 active; AID 2546;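 note: Gal4-VP16 expression switched on by copper sulfate through the metallothionein promoter; potency is the fitted concentration of half-maximal effect; % is set by controls: 0 for no effect and ±100 for the full control effect; nearly all actives have a fitted effect of over 50% in size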
RORg inh – inhibitors of mouse ROR gamma transcriptional activity; P51450; 5.4% of 310,000 active; Potency, µM (top dose mostly 53.6 µM), without a hit: top-dose activity change, negative = inhibition, most hits filed as inhibitors; Drosophila S2 Gal4-RORgamma UAS-luciferase reporter, 20 h; note: potency is the fitted concentration of half-maximal effect; % is set by controls: 0 for no effect and ±100 for the full control effect; nearly all actives have a fitted effect of over 60% in size
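Luciferase reporter read in Schneider cells carrying Gal4-RORγ (mouse) and UAS-Photinus luciferase; cells given compound 1 h before 700 uM copper sulfate induction, then incubated 20 h at ambient temperature.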
Rab9 promoter act – activates the Rab9 promoter; Huh7 Rab9 promoter-luciferase reporter, luminescence, 24 h; Potency, µM (highest dose often 9.22 µM), without a hit: at the highest dose activation, negative = inhibition, most hits filed as activators; 2.8% of 320,000 active; note: potency is the fitted concentration of half-maximal effect; % of control where 0% means no effect; nearly all actives have a fitted effect of over 60% in size
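Cells were plated at 1500 per well in reduced-serum medium with 10% FBS and left 2 h. Compound in DMSO was then added for 24 h at 37 °C. Reporter signal was read by luminescence after 10 min with luciferase detection reagent.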
KCNH2 3.1 inh – inhibitors of human KCNH2 3.1 potassium channel isoform | U2OS KCNH2 3.1, thallium flux FluxOr; hits give low values | activity change, % (tested at about 1.8 µM) | 0.95% of 340,000 active | AID 720553;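 active = maximum activity change below -70%; inconclusive = maximum activity change from -70% to -50%; inactive = maximum activity change above -50%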;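 note: thallium influx rate constant from kinetic fluorescence after stimulation buffer; % is set by controls: 0 for no effect and ±100 for the full control effect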
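We transduce U2OS cells with the mutant 3.1 virus, culture them overnight, load FluxOr with Red40 quencher for 45 min, then add stimulation buffer and read kinetically for 2 min to derive a normalized rate constant.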
Giardia killer – Giardia lamblia killing | Giardia lamblia trophozoite viability | activity change, % at 7.66 µM, hits read low | 0.15% of 340,000 active; in the data active = activity change below about -80%; inconclusive = between about -30% and that limit;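 note: parasites exposed to compound for two days anaerobically before the ATP read; % is set by controls: 0 for no effect and ±100 for the full control effect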
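Each well holds 100 Giardia trophozoites and compound. After two days (48 hrs) at 37 deg C in anaerobic conditions, ATP is quantified by luminescence.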
FBPA coupling cs – coupling enzyme interference in Giardia aldolase counter-screen; coupling enzyme system counterscreen, AmpLite Red fluorescence; activity change, negative = inhibition, % at 58.2 µM, hits read low; 0.67% of 290,000 active; in the data active = activity change below about -30%; note: % is set by controls: 0 for no effect and ±100 for the full control effect
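Final compound at 57.5 uM, incubated 10 min at RT with coupling enzyme reagent (glyceraldehyde-3-phosphate), then 20 min with substrate and AmpLite Red detection. Fluorescence read at 525/598 nm; tests interference with the coupling assay, not aldolase inhibition.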
NPC1 promoter act – NPC1 promoter activation | Huh7 NPC1 promoter luciferase reporter, 24 h | Potency, µM (top dose mostly 9.22 µM), inactives show at the top dose activation, most hits filed as activators | 2.4% of 320,000 active;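 note: potency is the fitted concentration of half-maximal effect; % of control where 0% means no effect; nearly all actives have a fitted effect of over 60% in size; reporter is driven by a mutant NPC1 promoter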
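Stable NPC1-promoter luciferase Huh7 line; cpd (DMSO) 24 h, 37 °C, 5% CO2; Amplite luciferase reagent 10 min RT; luminescence readout. qHTS format.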
uPA generation – inhibitors of cell surface uPA generation; cell surface uPA generation assay, qHTS; Potency, µM (highest dose often 38.3 µM), without a hit: at the highest dose activity change, negative = inhibition, actives largely listed as inhibitors; 0.31% of 330,000 active; active = well fitted inhibition curve with a large enough effect; inconclusive = small, poorly fitted or top-dose-only effect; inactive = no such curve, though single readings can be large or run the other way; tested in mouse RAW 264.7 cells; note: potency is the fitted concentration of half-maximal effect; % is set by controls: 0 for no effect and ±100 for the full control effect; nearly all actives have a fitted effect of over 55% in size
ELG1 genotox – inducers of genotoxicity in HEK293T ELG1-luciferase cells | 1.3% of 330,000 active | Potency, µM (series often up to 46 µM), without a hit: at the top dose activity change, positive = activation, actives largely listed as activators | HEK293T ELG1-luciferase reporter, luminescence, 16 h; note: potency is the fitted concentration of half-maximal effect; % of control where 0% means no effect; nearly all actives have a fitted effect of over 60% in size
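Luminescence read-out: rising ELG1-luciferase signal, reflecting elevated ELG1 protein under genetic stress, flags genotoxic compounds. Cells were treated for 16 hr at 37 °C before ONE-Glo detection.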
FLuc counter – firefly luciferase modulation, counter-screen for miR-21 project | P08659 | purified FLuc, Km substrates, luminescence inhibition | Potency, µM (series often up to 57.5 µM), inactives show at the highest dose activity change, negative = inhibition, hits mostly inhibitors | 6.9% of 360,000 active | AID 588342;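 note: potency is the fitted concentration of half-maximal effect; plate controls were vehicle for no effect and reference inhibitor for full effect; nearly all actives have a fitted effect of over 55% in size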
Target sequence (P08659 whole entry, looked up): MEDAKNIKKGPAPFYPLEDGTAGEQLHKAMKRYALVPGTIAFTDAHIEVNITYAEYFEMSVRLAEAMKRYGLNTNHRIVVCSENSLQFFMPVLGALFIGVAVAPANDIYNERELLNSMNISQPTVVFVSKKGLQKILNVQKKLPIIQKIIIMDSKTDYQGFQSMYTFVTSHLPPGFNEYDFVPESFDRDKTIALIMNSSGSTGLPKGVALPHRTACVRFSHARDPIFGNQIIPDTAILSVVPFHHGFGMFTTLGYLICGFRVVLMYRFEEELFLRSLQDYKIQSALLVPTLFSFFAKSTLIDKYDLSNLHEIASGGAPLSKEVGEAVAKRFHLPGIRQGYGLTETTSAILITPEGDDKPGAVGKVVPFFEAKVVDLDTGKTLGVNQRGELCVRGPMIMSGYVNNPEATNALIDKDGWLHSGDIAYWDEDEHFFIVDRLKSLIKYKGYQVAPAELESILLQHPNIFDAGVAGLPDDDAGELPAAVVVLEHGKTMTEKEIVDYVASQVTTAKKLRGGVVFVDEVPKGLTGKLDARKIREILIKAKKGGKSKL
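Biochemical qHTS of compounds, final roughly 60 µM downward over six points, against 10 nM purified firefly luciferase using Km concentrations of substrates (10 uM D-luciferin, 10 uM ATP) in Tris acetate pH 7.5 buffer; luminescence output.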
Tb PFK inh – T. brucei PFK enzyme inhibition. O15648. T. brucei PFK, ADP-Glo luminescence. Potency, µM (titrated, usually from 57.5 µM), without a hit: at the top dose activity, negative = inhibition, actives largely listed as inhibitors. 0.17% of 330,000 active. AID 485367;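 note: potency is the fitted concentration of half-maximal effect; 0% = uninhibited 1x PFK enzyme wells and -100% = no-enzyme wells; nearly all actives have a fitted effect of over 60% in size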
Target sequence (O15648 whole entry, looked up): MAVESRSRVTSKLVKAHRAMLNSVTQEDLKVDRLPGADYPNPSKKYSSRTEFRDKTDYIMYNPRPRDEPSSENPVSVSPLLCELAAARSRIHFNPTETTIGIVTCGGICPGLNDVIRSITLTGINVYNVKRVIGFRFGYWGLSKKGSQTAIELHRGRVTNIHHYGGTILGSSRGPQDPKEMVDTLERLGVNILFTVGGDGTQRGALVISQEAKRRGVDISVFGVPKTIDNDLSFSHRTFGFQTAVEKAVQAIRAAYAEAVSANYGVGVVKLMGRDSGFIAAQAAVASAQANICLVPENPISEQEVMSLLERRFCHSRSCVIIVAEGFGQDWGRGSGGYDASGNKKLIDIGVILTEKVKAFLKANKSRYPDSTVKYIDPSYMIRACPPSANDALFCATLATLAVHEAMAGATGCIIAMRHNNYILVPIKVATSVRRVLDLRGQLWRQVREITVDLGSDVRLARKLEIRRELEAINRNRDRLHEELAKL
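Activity is normalized to no-enzyme wells (full inhibition) and 1.25 nM enzyme wells (no inhibition). Reaction: 0.5 mM F6P, 0.1 mM ATP, 45 min RT, ADP-Glo luminescence; concentration-response curves fitted and classed by quality.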
Active calls of the source: *; ? = inconclusive; nt = not tested or not shown; [ ] = remark or other dose. Unless noted, calls come from the whole dose curve; as a rule, active = well fitted curve in the direction sought with a large enough effect; inconclusive = small, poorly fitted or top-dose-only effect, or another doubt; inactive = no such curve, though single readings can be large; an effect the other way counts as inactive or inconclusive. No enrichment for hits; 14% or so of the library scored in one or more.

item	Molecule	VP16 counter	RORg inh	Rab9 promoter act	KCNH2 3.1 inh	Giardia killer	FBPA coupling cs
1	O=C1C2C3CCC(C3)C2C(=O)N1CNc1ccccc1 (stereo not given)	?	4%	-1%	3	-12	1
2	O=C(c1ccc(-c2ccc([N+](=O)[O-])cc2Cl)o1)N1CCOCC1	?	10%	?	-4	0	0
3	O=C(COC(=O)CNC(=O)c1ccc(Cl)cc1)Nc1ccc(Cl)cn1	nt	nt	nt	-5	10	nt
4	Cc1ccc(C(=O)N/C(=C/c2cccc([N+](=O)[O-])c2)C(=O)NC(C)C)cc1	-1%	4%	-5%	-1	2	3
5	COc1ccc(Cl)cc1NC(=O)COc1ccc2c(c1)OCO2	nt	nt	-5%	24	?	nt
6	CCCN1C2=C(C(=O)CCC2)C(c2ccc(O)c(Br)c2)C2=C1CCCC2=O	-2%	3%	0%	-12	-6	1
7	Cc1cccc(C2(c3cccc(C)c3)CC2C(=O)NCC2CCCO2)c1 (stereo not given)	-8%	-20%	-7%	-3	7	0
8	O=[N+]([O-])c1cccc(CNc2ccc3c(c2)CCC3)c1	-14%	-3%	-4%	-6	-4	-3
9	COc1cccc(S(=O)(=O)c2nc(C)c3c(n2)CCC3)c1	17%[10 µM]	14%	-5%	8	-2	7
10	O=C(CSc1nc2ccccc2c(=O)n1CCCO)N1CCc2ccccc21	-4%	-26%	-1%	9	30	5

item	NPC1 promoter act	uPA generation	ELG1 genotox	FLuc counter	Tb PFK inh
1	-1%	4%	1%	0%	0%
2	28%	-5%	?	17µM*	2%
3	nt	10%	-1%	nt	3%
4	-1%	-5%	-2%	2%	-2%
5	-1%	1%	-1%	2%	0%
6	1%	0%	0%	0%	4%
7	-5%	-6%	-1%	1%	-1%
8	1%	0%	2%	?	-13%
9	-8%	21%	1%	-3%	-10%
10	-1%	-1%	1%	0%	-3%

The list goes on.
item	Molecule	VP16 counter	RORg inh	Rab9 promoter act	KCNH2 3.1 inh	Giardia killer	FBPA coupling cs
11	O=C(CCN1C(=O)/C(=C/C=C/c2ccccc2)SC1=S)Nc1nccs1	-6%	-31%	0%	-2	28	2
12	CSc1nnc2c(n1)OC1(Nc3ccccc3-2)C(=O)Nc2ccccc21 (stereo not given)	-4%	29%	10%	6	-22	3
13	CCN(CC(=O)Nc1cccc(OC)c1)C(=O)c1ccc(C)s1	-4%	-2%	-1%	2	-8	0
14	COc1ccc2nc(NC(=O)C3CC(=O)N(c4ccc5c(c4)OCCO5)C3)sc2c1 (stereo not given)	nt	nt	2%	6	23	nt
15	CCC(=O)c1ccc(O)c(OC)c1	0%	26%	-4%	7	4	2
16	Cc1ccc(/C=N/NC(=O)c2ccccc2OCc2cccc(Br)c2)o1	4%	?	-1%	0	2	-5
17	O=C(O)c1ccc(NS(=O)(=O)c2ccc3c(c2)C2C=CCC2C(c2ccccc2F)N3)cc1 (stereo not given)	0%	1%	-5%	23	7	-1
18	COc1ccc(NS(=O)(=O)c2ccc3[nH]c(=O)[nH]c3c2)cc1	-3%	16%	2%	5	11	1
19	Cc1cccc(C(=O)n2c(=S)nc3cc(C)ccn32)c1	?	?	0.25µM*	-3	-25	0
20	CCOC(=O)c1c(N)sc2c1CCCC2	-6%	-2%	-3%	-9	24	-1

item	NPC1 promoter act	uPA generation	ELG1 genotox	FLuc counter	Tb PFK inh
11	-2%	-2%	-2%	-11%	-6%
12	-4%	1%	0%	-16%	-1%
13	-1%	-2%	-1%	0%	0%
14	-3%	12%	2%	?	-4%
15	-3%	-6%	8%	5%	-7%
16	-5%	-2%	-11%	?	-5%
17	-4%	-3%	-3%	?	?
18	-2%	8%	1%	3%	-6%
19	0.56µM*	-16%	0.46µM*	0.19µM*	-3%
20	12%	-2%	7%	-14%	5%

Next structures:
item	Molecule	VP16 counter	RORg inh	Rab9 promoter act	KCNH2 3.1 inh	Giardia killer	FBPA coupling cs
21	Cc1cccc(C(=O)NCCCNC(=O)c2ccco2)c1	-11%	-5%	2%	17	16	5
22	CN(Cc1cccc(-n2cccn2)c1)C(=O)CCc1nnc(C2CCCCC2)o1	6%	40%	?	1	2	2
23	Cc1cc(C(=O)CSc2nnc(-c3ccc(OC(F)F)cc3)o2)c(C)n1Cc1cccs1	-5%	-1%[10 µM]	-3%	1	-8	1
24	Cc1ccccc1OCC(=O)NCC(=O)N/N=C/c1ccc(Br)o1	-3%	-9%	-8%	14	0	-13
25	CCOc1ccccc1N(CC(=O)NC(C)(C)C)C(=O)Cn1nnc(-c2ccc(C)o2)n1	1%	21%	1%	-1	-7	0
26	Cc1ccc(C(=O)n2nc(-c3ccccc3)nc2NCc2ccco2)cc1	2%	17%	11%	3	-7	-1
27	O=S(=O)(c1ccc(F)c(F)c1)N1CCC2(CC1)OCCO2	-10%	26%	8%	-11	8	nt
28	O=C(c1cnn2c(C(F)F)cc(-c3ccccc3)nc12)N1CCN(Cc2ccc3c(c2)OCO3)CC1	-11%	16%	-1%	nt	5	0
29	CSc1nc(C)c(Cc2c(F)cccc2Cl)c(=O)[nH]1	-2%	-18%	-1%	11	5	1
30	O=C(CCc1c[nH]c2ccccc12)OCc1cccc([N+](=O)[O-])c1	9%	3%	0%	-14	-8	-10

item	NPC1 promoter act	uPA generation	ELG1 genotox	FLuc counter	Tb PFK inh
21	-5%	1%	4%	-1%	-1%
22	12%	-1%	10%	17µM*	1%
23	-4%	4%	0%	0%	0%
24	-1%	6%	1%	1%	-1%
25	-2%	nt	-3%	2%	?
26	2%	nt	-1%	5%	2%[0.46 µM]
27	6%	-15%	-1%	4%	0%
28	-3%	-8%	-14%	-1%	0%
29	-2%	4%	-2%	4%	0%
30	0%	3%	0%	-3%	2%

Reformatted in transposed form: 2 of the compounds above.
8. O=[N+]([O-])c1cccc(CNc2ccc3c(c2)CCC3)c1
9. COc1cccc(S(=O)(=O)c2nc(C)c3c(n2)CCC3)c1

Compound	8	9
VP16 counter	-14%	17%[10 µM]
RORg inh	-3%	14%
Rab9 promoter act	-4%	-5%
KCNH2 3.1 inh	-6	8
Giardia killer	-4	-2
FBPA coupling cs	-3	7
NPC1 promoter act	1%	-8%
uPA generation	0%	21%
ELG1 genotox	2%	1%
FLuc counter	?	-3%
Tb PFK inh	-13%	-10%

The results go on:
item	Molecule	VP16 counter	RORg inh	Rab9 promoter act	KCNH2 3.1 inh	Giardia killer	FBPA coupling cs
31	CC(C)(C)C1=CC=C(C(C)(C)C)C(=O)C1=O	-4%	-19%	-9%	nt	nt	-60*
32	CCOC(=O)c1ccc(-n2c(CCC(=O)O)ccc2-c2ccc(F)cc2)cc1	2%	5%	-3%	11	-16	15
33	Nc1nnc(SCC(=O)NNC(=O)c2ccc(F)cc2)s1	nt	nt	-2%	0	-22	nt
34	O=C(CSc1nnc(-c2cccs2)n1Cc1ccccc1)NCc1ccc2c(c1)OCO2	-4%	13%	1%	8	12	6
35	COc1ccc(N2C(=O)NC3CC2(C)Oc2ccc(Cl)cc23)cc1OC (stereo not given)	-1%	29%	-5%	nt	-22	2
36	Cc1nc(SCCOc2ccc(F)cc2)c2ccccc2n1	0%	24%	15%	21	10	3
37	Cc1ccc2cc(CCNC(=O)CC(C)(C)C)c(=O)[nH]c2c1C	4%	23%	-1%	4	0	1
38	CC12CCC(C(=O)N(c3ccccn3)c3ccccn3)(OC1=O)C2(C)C (stereo not given)	23%	8%	0%	-4	3	4
39	O=C(Nc1cccc2ccccc12)c1ccccc1	1%	1%	3.5µM*	1	10	-2
40	Nc1ccc(NC(=O)NC2CCCCC2)cc1[N+](=O)[O-]	5%	-11%	?	12	5	0

item	NPC1 promoter act	uPA generation	ELG1 genotox	FLuc counter	Tb PFK inh
31	-9%	nt	14%	?	2%
32	-2%	-6%	-1%	0%	7%
33	-4%	-7%	-1%	1%	-3%
34	-3%	3%	-1%	0%	-4%
35	-5%	-14%	0%	9%	3%
36	2%	-3%	-10%	?	1%
37	1%	-2%	1%	5%	-4%
38	-1%	-2%	0%	-1%	2%
39	?	0%	?	13µM*	2%
40	29%	-2%	?	-18%	-19%
